RBX1-CUL1 inh – inhibitors of human ROC1-CUL1 ubiquitin ligase activity | inhibition, % at 10 µM | E3 ubiquitin-protein ligase RBX1 (Homo sapiens) + Cullin-1 (Homo sapiens), P62877+Q13616 | 0.6% of 140,000 active | AID 1347404, 2020 | in vitro K48 di-Ub FRET, acceptor:donor ratio, 45 min; in the data active = inhibition above about 25%
Target sequence (P62877 whole entry, looked up): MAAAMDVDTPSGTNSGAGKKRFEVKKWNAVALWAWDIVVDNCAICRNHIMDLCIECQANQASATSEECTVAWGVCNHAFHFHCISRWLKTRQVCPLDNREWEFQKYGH
Target sequence (Q13616 whole entry, looked up): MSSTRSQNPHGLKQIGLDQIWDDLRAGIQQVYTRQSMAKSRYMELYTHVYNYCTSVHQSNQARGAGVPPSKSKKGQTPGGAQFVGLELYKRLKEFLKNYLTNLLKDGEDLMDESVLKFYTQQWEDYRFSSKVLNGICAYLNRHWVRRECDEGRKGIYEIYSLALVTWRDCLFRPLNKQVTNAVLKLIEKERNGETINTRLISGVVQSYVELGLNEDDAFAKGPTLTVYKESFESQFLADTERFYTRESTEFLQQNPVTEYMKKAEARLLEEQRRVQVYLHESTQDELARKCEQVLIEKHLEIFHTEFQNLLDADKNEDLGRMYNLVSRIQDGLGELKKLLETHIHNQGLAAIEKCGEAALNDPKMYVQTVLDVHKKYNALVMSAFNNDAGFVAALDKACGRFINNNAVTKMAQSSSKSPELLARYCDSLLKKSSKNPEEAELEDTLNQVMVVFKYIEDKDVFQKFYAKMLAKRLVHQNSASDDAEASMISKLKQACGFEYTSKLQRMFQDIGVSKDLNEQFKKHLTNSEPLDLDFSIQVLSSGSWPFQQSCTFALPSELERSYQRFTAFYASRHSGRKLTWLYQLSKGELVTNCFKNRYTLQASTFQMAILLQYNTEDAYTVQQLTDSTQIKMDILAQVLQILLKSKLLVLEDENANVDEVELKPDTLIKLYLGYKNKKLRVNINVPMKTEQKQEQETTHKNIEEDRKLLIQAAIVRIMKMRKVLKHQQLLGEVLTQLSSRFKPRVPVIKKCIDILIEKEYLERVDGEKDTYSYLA
The depositor's hits bear a star; & = joins results of further samples. An excerpt; count on the stated rates, not on these rows.

SMILES	RBX1-CUL1 inh
O=C(CNS(=O)(=O)c1ccc(Cl)cc1)NN1C(=O)c2ccccc2C1=O	7
Oc1ccc(NCc2ccc(OCc3ccccc3Cl)cc2)cc1	-3
O=C(NNc1ccc(Cl)nn1)c1ccccc1	6
CCCCN(CC)CCCNC(=O)Cn1ncc2c([nH]c3ccc(C)cc32)c1=O	-3
COc1cccc2c(=S)c(C/C=C(/C)Cl)c(C)[nH]c12	-3
Cc1nc(C)c(CC(=O)N2CCOc3ccc(CN4CCN(c5ccc(F)cc5)CC4)cc3C2)s1	-6
O=C(COc1cccc(Cl)c1)N/N=C/c1cc2c(cc1[N+](=O)[O-])OCO2	2
NC(=S)N(CCC(=O)O)c1cccc(O)c1	2
COc1ccc(C2C(C#N)C(=N)C(C#N)(C#N)C3=CCC(C)CC32)cc1 (stereo not given)	1
CCOc1ccc(CCNC(=O)c2nn(-c3ccc(OC)c(Cl)c3)c(=O)c3c2c2ccccc2n3C)cc1OCC	-7
CCOC(=O)c1c(C)sc2c1N(C(C)=O)c1cc(Br)ccc1S2	1
O=C(c1ccc(Cl)cc1)c1ccc(OCC(O)CN2CCN(c3ccc(F)cc3)CC2)cc1 (stereo not given)	3
COc1ccc(NC(=O)CSc2nnc(Cn3nnc(-c4ccccc4)n3)n2-c2ccccc2)cc1	-1
CC(C)(CC(=O)Nc1scc(-c2cccs2)c1C(=O)O)CC(=O)Nc1scc(-c2cccs2)c1C(=O)O	-3
O=C(N/N=C/c1ccc(Cl)cc1Cl)c1ccc(O)c(O)c1	4
c1ccc(OCCn2c(SCCSc3nc4ccccc4n3CCOc3ccccc3)nc3ccccc32)cc1	13
COc1ccccc1N1CCN(C(CNC(=O)C(=O)NCc2ccc(F)cc2)c2cccnc2)CC1 (stereo not given)	-8
Cc1cccc(-n2[nH]c(=O)c(C=C3C=Nc4ccccc43)c2O)c1	3
CCOC(=O)CSc1nnc(CSc2nc3ccccc3s2)n1C	5
Cc1cc(C)c(S(=O)(=O)Nc2ccc(O)c(Cl)c2)cc1C	9
Cc1ccccc1N=Cc1cc2c(cc1[N+](=O)[O-])OCO2	-1
COC(=O)CCCC(=O)N1CCCC(CCC(=O)N2CCN(Cc3ccccc3)CC2)C1 (stereo not given)	5
COc1cc(NC(=O)Cn2nc(C(F)(F)F)c3c2CCCC3)cc(OC)c1OC	-3
CNS(=O)(=O)c1cn(CC(=O)N2CCN(c3cccc(Cl)c3)CC2)cc1S(=O)(=O)NC	3
Cc1ccc(-c2nc(CS(=O)CC(=O)N3CCN(c4ccc(Cl)cc4)CC3)c(C)o2)cc1 (stereo not given)	0
CC(=O)c1cccc(OCc2cc(C(=O)N3CCSCC3)n[nH]2)c1	5
Cc1ccc(/C=C(\C#N)C(=O)Nc2cccc(Cl)c2)o1	-2
CCOc1ccc(NC(=S)NN2CCN(C)CC2)cc1	-5
Cc1cc(C)c(/C=C/c2onc(C)c2S(=O)(=O)N2CCC(C(=O)Nc3cccc(C)c3C)CC2)c(C)c1	9
COC(=O)C1C(=O)C2C(=Nc3ccccc3NC2c2c(C)nn(-c3ccccc3)c2Cl)CC1C (stereo not given)	10
CCOc1ccc(=O)n(-c2ccccc2)n1	-1
CCN(CC1CCN(C2CCN(C)CC2)CC1)C(=O)c1cnc2ccccc2c1	2
O=C(NC1CCCC1)c1c(NC(=O)C2CCCO2)sc2c1CCC2 (stereo not given)	2
COc1ccccc1N=c1scc(-c2ccc(S(=O)(=O)N3CCCC3)cc2)n1C	-1
O=C(Nc1ccc(F)c(Cl)c1)c1ccc2c(Cl)c3c(nc2c1)CCCC3	2
Cc1cnc(CN2CCc3c([nH]c4ccccc34)C2c2ccccc2Cl)[nH]1 (stereo not given)	-4

Compounds shown so far containing four or more nitrogen atoms, in the order listed:
SMILES	RBX1-CUL1 inh
O=C(NNc1ccc(Cl)nn1)c1ccccc1	6
CCCCN(CC)CCCNC(=O)Cn1ncc2c([nH]c3ccc(C)cc32)c1=O	-3
Cc1nc(C)c(CC(=O)N2CCOc3ccc(CN4CCN(c5ccc(F)cc5)CC4)cc3C2)s1	-6
COc1ccc(C2C(C#N)C(=N)C(C#N)(C#N)C3=CCC(C)CC32)cc1 (stereo not given)	1
CCOc1ccc(CCNC(=O)c2nn(-c3ccc(OC)c(Cl)c3)c(=O)c3c2c2ccccc2n3C)cc1OCC	-7
COc1ccc(NC(=O)CSc2nnc(Cn3nnc(-c4ccccc4)n3)n2-c2ccccc2)cc1	-1
c1ccc(OCCn2c(SCCSc3nc4ccccc4n3CCOc3ccccc3)nc3ccccc32)cc1	13
COc1ccccc1N1CCN(C(CNC(=O)C(=O)NCc2ccc(F)cc2)c2cccnc2)CC1 (stereo not given)	-8
CCOC(=O)CSc1nnc(CSc2nc3ccccc3s2)n1C	5
CNS(=O)(=O)c1cn(CC(=O)N2CCN(c3cccc(Cl)c3)CC2)cc1S(=O)(=O)NC	3
CCOc1ccc(NC(=S)NN2CCN(C)CC2)cc1	-5
COC(=O)C1C(=O)C2C(=Nc3ccccc3NC2c2c(C)nn(-c3ccccc3)c2Cl)CC1C (stereo not given)	10
CCN(CC1CCN(C2CCN(C)CC2)CC1)C(=O)c1cnc2ccccc2c1	2
Cc1cnc(CN2CCc3c([nH]c4ccccc34)C2c2ccccc2Cl)[nH]1 (stereo not given)	-4

The list continues:
SMILES	RBX1-CUL1 inh
CSc1nn(-c2cc(Oc3cccc4ccccc34)nc(-c3ccccc3)n2)c(N)c1C#N	-1
O=C(COc1ccc(F)cc1)N1CCN(c2ccccc2)CC1	-3
Nc1ccc(S(N)(=O)=O)cc1F	6
O=C(NCCN1CCCCC1)C1CCN(c2ccccc2)C1=O (stereo not given)	-3
Cc1cc(Br)cc(C)c1OC(C)C(=O)O (stereo not given)	8
CC(=O)c1ccc2c(c1)C(=Cc1ccco1)c1cc(C(C)=O)ccc1-2	2
COc1ccc(-c2c(C)nn3c(-c4ccccc4)cc(C)nc23)cc1OC	3
CSc1nc(-c2ccc(C)cc2)c2c(c1C#N)CCCC2	4
O=c1[nH]c(-c2cccnc2)nc2sc3c(c12)CCCC3	0
Clc1cccc(-c2nc(-c3cccnc3)ncc2-c2nnnn2-c2ccccc2)c1	1
CCOc1cc(S(=O)(=O)Nc2ncccc2C)ccc1Br	1
CC1CN=C2C(C(=O)Nc3ccccc3)C(=O)CC(c3ccccc3)N21 (stereo not given)	-5
O=C(NC12CC3CC(CC(C3)C1)C2)c1sc2cccc(Cl)c2c1Cl	2
Cc1cccc(C(=O)Nc2ccccc2O)c1	-3
Cc1ccc2nc(SCc3nc(-c4ccccc4C)no3)[nH]c2c1	-1
Cc1noc(C)c1NC(=O)N1CCC(Cn2cc(CN3CCCC3)nn2)CC1	-2
O=S(=O)(N1CCCCCC1)N1CCN(c2ccccc2F)CC1	5
CCOc1cc(/C=C2\SC(=Nc3ccc(C)cc3)N(c3ccc(C)cc3)C2=O)ccc1O	6
CC1=C(C(=O)Nc2ccccc2)C(c2cccs2)n2c(s/c(=C\c3cc(C)n(-c4ccccc4)c3C)c2=O)=N1 (stereo not given)	0
COc1cccc(NC(=O)Cn2cc(C(=O)c3ccc(C)cc3)c(=O)c3cc(OC)ccc32)c1	-5
CC1(C)Cc2c(sc3nc(N=[N+]=[N-])nc(NCCO)c23)CO1	9
COc1ccc(NC(=O)CN(Cc2ccccc2)S(=O)(=O)c2ccc(C)cc2)cc1Cl	7
COCCNC(=O)c1ccccc1NC(=O)c1nsc2ccccc12	-1
CC(C)Oc1ccc(CSc2nc3sc4c(c3c(=O)n2-c2ccccc2)CCCCC4)cc1	-8
CC1CC(=O)C2=C(C1)Nc1ncnn1C2c1ccccn1 (stereo not given)	0
Cc1ccc(-c2nc(NC(=O)C(C(C)C)N3C(=O)c4ccccc4C3=O)sc2C)cc1 (stereo not given)	0
Cc1cc(C)c2oc(=O)cc(-c3cc4ccccc4o3)c2c1	-1
O=C(O)c1ccc(Br)c(S(=O)(=O)N2CCCC2)c1	-3
CC(Oc1cc(Cl)ccc1Cl)C(=O)N1CCCCC1 (stereo not given)	5
Cn1nnc2cc(NC(=O)Nc3cccc4ccccc34)ccc21	5
NNC(=O)c1cc(Br)c(Br)s1	-10
COc1ccc(CCNC(=O)NCc2noc3ccccc23)c(OC)c1	22
OCc1nc2ccccc2n1Cc1c(F)cccc1Cl	-6
Cc1ccccc1SC1CCN(C(=O)Cn2cc(NC(=O)CCOc3ccccc3)cn2)CC1	8
C=CCn1c(COc2ccccc2)nnc1SCC(=O)Nc1ccccc1C#N	-3
CCC(C(=O)N1CCN(c2ccccc2)CC1)n1c(C)c2cnn(-c3ccccc3)c(=O)c2c1C (stereo not given)	-4
COC(=O)C1C(C)=NC(C)=C(C(=O)OCCNC(=O)c2cccnc2)C1c1ccccc1[N+](=O)[O-] (stereo not given)	6
O=C(O)c1ccc(Nc2ncnc3scc(-c4ccccc4)c23)cc1	2
Cc1cccc(CCn2c(=O)c3ccccc3n(Cc3ccccc3C)c2=O)c1	-9
COC(=O)c1ccc(NS(=O)(=O)c2ccc(F)cc2)cc1	-7
O=C(NCC1CCCN(Cc2nc3ccccc3s2)C1)c1cc2ccccc2[nH]1 (stereo not given)	3
CCCCSCCCNC(=O)C1CCC(CNS(=O)(=O)c2ccccc2)CC1 (stereo not given)	-3
COc1ccc(NC(=O)c2sc3nc4c(cc3c2N)CCCCCC4)c(OC)c1	-7&6
Cc1ccc(CN(Cc2ccco2)C(=O)COc2ccc(Cl)cc2)o1	0
O=C(CSc1nnc(COc2ccc(Cl)cc2)o1)Nc1cccc(C(F)(F)F)c1	-1
COc1ccc(C(=O)NNC(=O)C(F)(F)F)cc1	15
S=C(Nc1ccc(Oc2ccccc2)cc1)N1CCc2ccccc2C1	1
CCNC(=O)NC1c2ccccc2CSc2ccccc21 (stereo not given)	1

2 entries picked at random from those above, as already listed:
SMILES	RBX1-CUL1 inh
O=C(CSc1nnc(COc2ccc(Cl)cc2)o1)Nc1cccc(C(F)(F)F)c1	-1
CCNC(=O)NC1c2ccccc2CSc2ccccc21 (stereo not given)	1

Exported bar-delimited: entries from further up.
structure | RBX1-CUL1 inh
COC(=O)c1ccc(NS(=O)(=O)c2ccc(F)cc2)cc1 | -7
O=C(O)c1ccc(Nc2ncnc3scc(-c4ccccc4)c23)cc1 | 2

Next part:
SMILES	RBX1-CUL1 inh
CCOC(=O)N1CCN([C@@H]2c3ccccc3C3(CCNCC3)[C@H]2O)CC1	18
CCCCOc1ccc(C2c3c(n[nH]c3C)OC(=N)C2C#N)cc1OC (stereo not given)	12
O=C1CCCc2cc(S(=O)(=O)N3CCCC(C(=O)Nc4ccc(F)c(Cl)c4)C3)ccc2N1 (stereo not given)	-4
O=C(O)c1ccccc1C(=O)Nc1cccc(Cl)c1Cl	-1
COc1ccc(NC(=O)CSc2c3c(nc4ccccc24)CCC3)c(OC)c1	6
C=CCc1ccccc1OCCSc1nc(-c2ccccc2F)nc2cc(=O)[nH]n12	4
CCOC(=O)c1cc(=O)cc(C(=O)OCC)o1	-3
COc1ccc(-c2nc(CS(=O)CC(=O)NCCc3ccc(Cl)cc3)c(C)o2)cc1OC (stereo not given)	-4
CCOc1ccc(Nc2c(S(=O)(=O)c3ccccc3)cnc3ccccc23)cc1	5
C=CCNC(=S)N/N=C(/C)c1ccccc1	4
COC(=O)c1ccc(CN2CCOc3ccc(C(O)Cc4ccccc4)cc3C2)cc1 (stereo not given)	12
CCCCN(C)CCCNC(=O)c1ccc2nc(N3CCCCC3)sc2c1	-10
Cc1cc(C)n(/N=C/c2cc(Cl)cc(Cl)c2O)c(=O)c1	1
Cn1c(=O)c2c(-c3ccco3)ccnc2n(C)c1=O	-12
COc1ccc2[nH]c(C(=O)O)c(CCNC(C)=O)c2c1	10
CC(=O)OCC1O[C@@H](SC2=NC(=C(C)C)C(=O)N2c2ccccc2)C(OC(C)=O)C(OC(C)=O)C1OC(C)=O (stereo not given in full)	8
C=CCOc1cccc(C2C(C(=O)c3cccs3)C(=O)C(=O)N2Cc2cccnc2)c1 (stereo not given)	-8
Cn1c(CCNC(=O)c2ccccc2Cl)nnc1SCC(=O)N1CCN(c2ccccc2)CC1	-1
CCCOc1ccc(C2C(C(=O)c3cccs3)C(=O)C(=O)N2CCCN(CC)CC)cc1 (stereo not given)	1
C=CC[C@@H]1CC=C[C@@H](C)N1C(=O)CC1(c2ccccc2)CC(=O)N(CCCOc2cccnc2)C1=O (stereo not given in full)	-9
COc1cc(N(C)C)ccc1CC1=NC(=S)N(c2ccc(Br)cc2)C1=O	7
COc1ccc(CNC2CCOCC2)cc1OCC(O)CN1CCCCCCC1 (stereo not given)	2
COc1cc(/C=C2\C(=O)NN(c3ccccc3)C2=O)ccc1OCCOCCOc1ccccc1C	3
COc1cc(/C=C2/C(=O)N(c3ccc(Cl)c(C(=O)O)c3)N=C2C)c(Cl)cc1O	-1
Cc1ccc(-c2cc(C(=O)Nc3sc(C(=O)OC(C)C)c(C)c3C(N)=O)c3ccccc3n2)o1	-4
COc1ccc(-c2nn(CN3CCOCC3)c(=S)n2-c2ccccc2)cc1OC	2
O=C(COc1ccccc1[N+](=O)[O-])Nc1ccc(-c2nc3ccccc3s2)cc1	-2
COc1ccc(CSc2nc3ccncc3n2Cc2nc(-c3ccc(OC)c(OC)c3)oc2C)cc1	-3
CC(C)c1nc(N2CCCCC2)c(C#N)c2c1CCCC2	12
CCCOC(=O)C1=C(C)N(C)C(=O)NC1c1ccccc1[N+](=O)[O-] (stereo not given)	-2
CCCCn1c(SCc2ccccc2)nc2sc3c(c2c1=O)CCCC3	6
Cc1ccc(-c2[nH]nc3c2C(c2cccc(OCc4ccccc4C)c2)C(C#N)C(=N)O3)cc1 (stereo not given)	6
COCCOc1ccc(C(=O)Nc2cccc(Cl)c2)cc1	5
COC1=C[C@]2(C)CC[C@@H](C(C)C)CC2=CC1=O	-1
COCCn1c(CN2CC[C@H](O)C2)cnc1S(=O)(=O)CC(C)(C)C	7
O=C(Nc1cc(Oc2ccc(Cl)cc2Cl)cc([N+](=O)[O-])c1)c1cccc(Cn2cc([N+](=O)[O-])cn2)c1	-11
COc1ccc(-n2nc(C(=O)Nc3ccccc3OC)c3c4ccccc4n(C)c3c2=O)cc1Cl	-3
Cc1cc(N2CCCC2=O)cc(C)c1S(=O)(=O)N1CCCCC1	4
Nc1ncc(CN2CCCC(CNC(=O)CCc3ccccc3)C2)cn1 (stereo not given)	1
COCCCN1C(=O)CC(CC(=O)N2CCN(Cc3ccc(C)cc3)C(=O)C2)(c2ccccc2)C1=O (stereo not given)	-6
COc1ccc(NC(=O)CCSc2nc(-c3ccco3)cc(C(F)(F)F)n2)cc1	8
